Dengue-2 NS5 capping – flavivirus cap methylation enzyme inhibition – biochemical, confirmation dose response, primary screen (AID 588689) | 340,000 tested, 0.3% active | Dengue-2 NS5 methyltransferase capping enzyme assay, biochemical; higher % means a stronger effect | inhibition, % at 25 µM, or IC50 in µM where a hit was titrated; in the data active = a potency from the dose series; inconclusive = inhibition above about 29% without an active follow-up result
Siah-1 displacement – Siah-1 peptide-binding antagonists, primary screen, biochemical, fluorescence polarization, rhodamine-plectin, uHTS (AID 1817) | 290,000 tested, 0.02% active | Siah-1 / rhodamine-plectin peptide fluorescence polarization; higher % means a stronger effect | displacement, % at 20 µM, or IC50 in µM where a hit was titrated;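 active = displacement of at least 50% at 20 µM, with a fluorescence ratio check between 0.3 and a set limit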;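 note: plate controls were Siah plus tracer with DMSO for no effect and tracer alone without Siah for full effect; strong numbers were not always called active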
Lipid droplet – modulators of hepatic lipid droplet formation; AML12 mouse hepatocytes, oleate lipid droplets, BODIPY imaging; 240,000 tested, 0.4% active; inhibition, % at 6.5 µM; AID 1656;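 active = lipid droplet intensity inhibited by at least 50%, with more than 500 cells counted; inconclusive = wells with under 300 cells, treated as cytotoxic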
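material = mouse AML12 hepatocyte cell line, fixed after treatment | also added = 100 µM oleic acid challenge | doses = compound at 6.5 µM only | schedule = overnight exposure | technique = Image-based BODIPY and DAPI two-channel analysis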
Myeloid diff MLP – promotes myeloid progenitor differentiation; ER-HoxA9 myeloid progenitors, lysozyme-GFP differentiation, flow cytometry; calls only at 10 µM; 360,000 tested, 1% active; AID 624256;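 active = normalized GFP-positive differentiation at or above the plate's own cutoff, the solvent-only control mean plus 3 SD; inconclusive = no clear call, values can overlap the other calls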;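 note: cells exposed to compound for four days before flow analysis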
HIV fusion peptide – cell-free HIV fusion peptide-binding blockers – biochemical, uHTS, fluorescence dequenching, primary screen (AID 1986); cell-free peptide binding, fluorescence dequenching, 30 min; higher % means a stronger effect; inhibition, % at 20 µM, or IC50 in µM where a hit was titrated; 290,000 tested, 0.3% active; in the data active = inhibition mostly above about 52%, no sharp cut-off; inactive = mostly below about 76%; note: some results filed as inactive read as strong as hits
LYP phosphatase – inhibitors of LYP phosphatase, biochemical, fluorescence intensity, uHTS (AID 1779) | recombinant LYP phosphatase, fluorescence intensity; higher % means a stronger effect | inhibition, % at 11.5 µM, or IC50 in µM where a hit was titrated | 290,000 tested, 0.054% active;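 note: plate controls were vehicle with enzyme for no effect and no enzyme for full effect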
AID2073 – disruptors of CaV2.2 binding to Mint1 – biochemical, HTRF (AID 2073); HTRF protein-protein interaction, Mint1-CaV2.2; higher % means a stronger effect; inhibition, % at 20 µM; hits with a dose series show IC50 in µM; 290,000 tested, 0.19% active; in the data active = inhibition mostly above about 51%, no sharp cut-off; inconclusive = no clear call, values can overlap the other calls; inactive = mostly below about 53%; note: some results filed as inactive read as strong as hits
NOD2 inhibition – inhibition of NOD2-driven NF-kB reporter – cell-based, luminescence, uHTS, HEK293 (AID 1566); HEK293 NOD2/NF-kB luciferase reporter, luminescence; higher % means a stronger effect; 290,000 tested, 0.63% active; one-dose inhibition, % at 4 µM; EC50 in µM for titrated hits; note: many of its hits are not listed in these tables
XIAP displacement – XIAP antagonists, biochemical, IAP family, fluorescence polarization (AID 1018); XIAP BIR domain, fluorescence polarization peptide displacement; higher % means a stronger effect; one-dose displacement, % at 20 µM; IC50 in µM for titrated hits; 200,000 tested, 0.007% active; in the data active = displacement above about 50%; note: a part of the inactive calls stands beside numbers as strong as those of hits
Lipid droplet cells 6.5 µM – second read-out of Lipid droplet, no call of its own (marks repeat the call); cell count; measured here: cell count, cytotoxicity flag;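 cells counted across two imaged fields per well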
Dengue-2 NS5 capping pilot replicate – second read-out of Dengue-2 NS5 capping, no call of its own (marks repeat the call); inhibition, %; measured here: pilot screen replicate inhibition
Myeloid diff MLP GFP+ MAC1+ % – also measured in Myeloid diff MLP; calls as there; GFP+ MAC1+ double positive, %; measured here: differentiation confirmed by MAC1 staining
Active calls of the source: *; i = inactive; ? = inconclusive; . = not tested or not shown; + = active, no number. Cut-off read from the data, not from the text of the source, unless noted: active = inhibition above about 50%; inactive = the rest.

Start of the data: the first seven entries, ahead of the listing:
SMILES | Dengue-2 NS5 capping | Siah-1 displacement | Lipid droplet | Lipid droplet cells 6.5 µM | Myeloid diff MLP | Myeloid diff MLP GFP+ MAC1+ % | HIV fusion peptide | LYP phosphatase | AID2073 | NOD2 inhibition | XIAP displacement | others
Cc1c(Cl)cccc1NC(=O)COC(=O)c1c2c(nc3ccccc13)CCN(Cc1ccccc1)C2 | -7% | -4% | -13 | 615 | i | 0.7 | 8.9% | 1% | 21% | -18% | 3.0%
O=C1C(Cl)=C(N2CCOCC2)C(=O)N1c1cccc(C(F)(F)F)c1 | . | -2% | 5 | 869 | i | 0.3 | 5.3% | -8% | 20% | 9% | .
CCC(C)NC(=O)c1cc2cc3ccc(OC)cc3nc2s1 (centres undefined) | -6% | 0% | -2 | 810 | i | 0.0 | 1.9% | -6% | 18% | -192% | -5.7%
COc1ccc(/C=N/NC(=O)c2ccc(NC(C)=O)cc2)cc1COc1ccc(F)cc1F | -3% | 5% | -13 | 809 | i | 0.5 | 1.1% | -7% | 60% | 20% | .
CC1=C(Sc2nc3ccccc3[nH]2)C(=O)NC(C)(C)C1 | -9% | 0% | . | . | i | 0.9 | 0.0% | -9% | -2% | 5% | -6.7%
CC1(C)CC(=O)C/C(=N\NC(=O)C2CC23CCC3)C1 (centres undefined) | -1% | 10% | 8 | 694 | i | 0.7 | -0.7% | -8% | -8% | -2% | 4.3%
O=C(O/N=C1\CCS(=O)(=O)c2sccc21)c1c(F)cccc1F | -1% | -5% | 6 | 614 | i | 0.7 | -0.1% | -1% | 13% | -1% | -7.5%

This part in full, from the first entry:
SMILES | Dengue-2 NS5 capping | Siah-1 displacement | Lipid droplet | Lipid droplet cells 6.5 µM | Myeloid diff MLP | Myeloid diff MLP GFP+ MAC1+ % | HIV fusion peptide | LYP phosphatase | AID2073 | NOD2 inhibition | XIAP displacement | others
Cc1c(Cl)cccc1NC(=O)COC(=O)c1c2c(nc3ccccc13)CCN(Cc1ccccc1)C2 | -7% | -4% | -13 | 615 | i | 0.7 | 8.9% | 1% | 21% | -18% | 3.0%
O=C1C(Cl)=C(N2CCOCC2)C(=O)N1c1cccc(C(F)(F)F)c1 | . | -2% | 5 | 869 | i | 0.3 | 5.3% | -8% | 20% | 9% | .
CCC(C)NC(=O)c1cc2cc3ccc(OC)cc3nc2s1 (centres undefined) | -6% | 0% | -2 | 810 | i | 0.0 | 1.9% | -6% | 18% | -192% | -5.7%
COc1ccc(/C=N/NC(=O)c2ccc(NC(C)=O)cc2)cc1COc1ccc(F)cc1F | -3% | 5% | -13 | 809 | i | 0.5 | 1.1% | -7% | 60% | 20% | .
CC1=C(Sc2nc3ccccc3[nH]2)C(=O)NC(C)(C)C1 | -9% | 0% | . | . | i | 0.9 | 0.0% | -9% | -2% | 5% | -6.7%
CC1(C)CC(=O)C/C(=N\NC(=O)C2CC23CCC3)C1 (centres undefined) | -1% | 10% | 8 | 694 | i | 0.7 | -0.7% | -8% | -8% | -2% | 4.3%
O=C(O/N=C1\CCS(=O)(=O)c2sccc21)c1c(F)cccc1F | -1% | -5% | 6 | 614 | i | 0.7 | -0.1% | -1% | 13% | -1% | -7.5%
CC(=O)NC1(C(F)(F)F)C(=O)Nc2c1c(=O)[nH]c(=O)n2CCc1ccccc1 (centres undefined) | 0% | 7% | -5 | 709 | i | 1.3 | 1.2% | -4% | 0% | -1% | .
Cc1ccc(C)c(CNC(=O)Nc2ccccc2)c1 | -13% | -1% | -25 | 756 | i | 0.6 | 0.6% | 3% | 13% | -49% | .
O=C(c1cnc2n(c1=O)CCS2)N(c1ccccc1)C1CCCCC1 | 2% | -3% | . | . | i | 1.7 | 2.1% | -2% | 27% | -8% | -2.8%
CCOC(=O)N1CCc2c(sc3c2c(=O)n(Cc2ccccc2)c(=O)n3Cc2cccc(C)c2)C1 | -2% | 7% | -24 | 733 | i | 2.3 | -0.7% | 2% | 12% | 18% | -2.2%
COCCNC(=O)CSc1cc(-c2ccccc2)c2ccc(OC)cc2n1 | 0% | 11% | 1 | 683 | i | 0.6 | -2.0% | 7% | 24% | 13% | -5.9%
O=C(Nc1ccc(F)c(F)c1)C1CCCN(S(=O)(=O)c2cnc[nH]2)C1 (centres undefined) | -2% | 4% | 7 | 766 | i | 2.0 | 0.7% | -4% | -9% | 13% | .
O=C1C(C=NCCCN2CCOCC2)=C(O)c2ccccc21 | 1% | -3% | . | . | i | 0.4 | 3.9% | 1% | 1% | 12% | 2.0%
O=C(O)CCC(=O)Nc1ccc(S(=O)(=O)N2CCCC2)cc1 | 3% | 4% | 1 | 718 | i | 0.7 | -3.2% | -5% | -4% | -4% | -3.8%
N=c1sccn1CC(=O)Nc1cc(Cl)ccc1[N+](=O)[O-] | 1% | -9% | -21 | 671 | i | 0.4 | -1.1% | -6% | -1% | -7% | -2.6%
OCCNCc1cccc2ccccc12 | -7% | -5% | 5 | 793 | i | 0.2 | -1.5% | -9% | ? | -6% | -4.6%
O=C(COC(=O)c1ccc(S(=O)(=O)NCc2ccco2)cc1)NC1CCCCC1 | 0% | 1% | 13 | 801 | i | 1.7 | -3.2% | -10% | 1% | 4% | -22%
COc1ccc(Nc2ncc(F)c(N3CCOCC3)n2)cc1 | 2% | 4% | 16 | 695 | i | 0.3 | -1.2% | -3% | 3% | -105% | -3.4%
O=S(=O)(c1cccc(-c2nnco2)c1)N1CCOCC1 | 3% | -1% | -6 | 640 | i | 0.4 | -0.6% | 8% | -5% | 2% | -11%
CC12CCC(C)(c3nc4ccccc4nc31)C2(C)C | -7% | -2% | -16 | 619 | i | 1.3 | -0.2% | -4% | -3% | -19% | -21%
COCC(=O)Nc1ccc(S(=O)(=O)NCCc2ccccc2)cc1 | -3% | -7% | -5 | 723 | i | 0.5 | 0.3% | 38% | -3% | -7% | -3.4% | Dengue-2 NS5 capping pilot replicate=-4.9
CCCCOc1cccc(C2C(C(=O)c3cccs3)=C(O)C(=O)N2Cc2cccnc2)c1 (centres undefined) | -1% | 1% | -3 | 726 | i | 0.8 | -2.8% | -4% | ? | 15% | -8.0%
COc1ccc(NC2c3ncccc3C(=O)N2Cc2ccccc2)c(OC)c1 (centres undefined) | 2% | 4% | -4 | 782 | i | 7.6 | -0.2% | -2% | 5% | 12% | -1.9%
COc1ccc(CCN2CCCn3c2nc2c3c(=O)n(CC(C)C)c(=O)n2C)cc1OC | -5% | -8% | -19 | 779 | i | 0.4 | 0.5% | 1% | 0% | -21% | .
Cc1cc(NC(=O)CSc2nnc(-c3cccnc3)n2Cc2ccccc2)no1 | -1% | 0% | 16 | 708 | i | 0.7 | 0.5% | -8% | 2% | 3% | -2.9%
O=C(CSC1=Nc2ccccc2C2=NC(CC(=O)NCc3ccco3)C(=O)N12)NCc1ccco1 (centres undefined) | 31% | -4% | 3 | 784 | i | 2.2 | -0.1% | -3% | 16% | 8% | -3.7% | Dengue-2 NS5 capping pilot replicate=0.6
O=C(COC(=O)c1cnccn1)Nc1ccc(Cl)cc1 | -4% | -2% | 0 | 761 | i | 0.7 | -1.9% | -5% | 4% | 14% | -7.8%
COc1cc(/C=N/Nc2nc3ccccc3s2)cc([N+](=O)[O-])c1O | 2% | 0% | -10 | 724 | i | 0.2 | 56%* | 0% | -15% | -115% | .
C/C(=N\NC(=O)C1CC1)c1cccc(NC(=O)c2cccc(Cl)c2)c1 | . | 3% | 9 | 705 | . | . | 1.1% | -7% | 11% | 22% | -2.4%
O=C(Nc1nnc(SCc2ccccc2)s1)c1cccc([N+](=O)[O-])c1 | -2% | 1% | -2 | 651 | i | 0.5 | 10% | 3% | 0% | 1% | -2.2%
COc1ccc(N2C(=O)[C@@H]3[C@H](C2=O)[C@H](C(=O)c2ccc(OC(C)=O)cc2)N2N=CC=C[C@@H]32)cc1 | . | 7% | 24 | 712 | . | . | 7.0% | 2% | 14% | 9% | -6.9%
Cc1ccc(N(Cc2cc3cc(C)ccc3[nH]c2=O)S(=O)(=O)c2ccccc2)cc1 | -3% | 0% | 2 | 517 | i | 0.5 | 4.0% | 3% | 14% | 17% | -5.1%
COc1ccc(C(=O)N[C@H](C(=O)OCC(=O)NC(=O)c2cccn2C)C(C)C)cc1 | 1% | 1% | -2 | 664 | i | 0.0 | -1.3% | -1% | 2% | 5% | -4.7%
Cc1cccc(N2CC(C(=O)Nc3nnc(SCC(=O)N4CCOCC4)s3)CC2=O)c1 (centres undefined) | -2% | 7% | 0 | 843 | i | 1.3 | 10% | -1% | 27% | -2% | .
COc1cc(OC)c(OC)cc1/C=N/NC(=O)C[n+]1ccccc1 | -7% | -4% | -1 | 634 | i | 0.2 | -2.6% | 3% | 1% | 3% | -3.4%
Cc1coc2cc3oc(=O)c(CCC(=O)NC4CC4)c(C)c3cc12 | -2% | -2% | -6 | 812 | i | 5.2 | 4.6% | -4% | 19% | 8% | .
O=C(Nc1nccs1)c1cccc2ccccc12 | -3% | 2% | . | . | i | 0.4 | -2.7% | -13% | 8% | 0% | . | Dengue-2 NS5 capping pilot replicate=-4.6
COc1cccc(C=Nc2cccc3c(=O)[nH][nH]c(=O)c23)c1O | 2% | 2% | 10 | 669 | + | 4.0* | 0.7% | -8% | 37% | 13% | -7.9%
C/C(=N\NC(=O)CNC(=O)c1ccccc1F)c1ccco1 | 5% | 2% | -17 | 804 | i | 1.3 | 0.9% | -7% | 8% | 5% | .
CCOC(=O)c1ccc(NC(=O)CSc2nnnn2CCCO)cc1 | -5% | 3% | 17 | 700 | i | 0.7 | -0.2% | -2% | -4% | -6% | 2.9% | Dengue-2 NS5 capping pilot replicate=0.6
Cc1cc(N)ccc1-c1cc2ccccc2oc1=O | . | 3% | 1 | 831 | i | 0.2 | 0.5% | -1% | 17% | -8% | .
COc1ccccc1S(=O)(=O)Cc1ccc(C(=O)NCc2ccc3c(c2)OCO3)o1 | -1% | 2% | . | . | i | 1.3 | 0.6% | 0% | -5% | 10% | -12%
O=c1ccc(C(F)(F)F)cn1Cc1cc(=O)n2cc(Br)ccc2n1 | 2% | 23% | 0 | 711 | i | 0.2 | 1.6% | 2% | 46% | 6% | -5.9%
O=C(Nc1ccccc1F)C1CCCN(S(=O)(=O)c2cccc3cccnc23)C1 (centres undefined) | 0% | 0% | . | . | i | 2.2 | -0.2% | -10% | -4% | 18% | -2.9%
Cc1nc(SCC(=O)N(C)Cc2ccco2)c2c(C)c(C)sc2n1 | 1% | -1% | . | . | i | 3.8 | 0.8% | 1% | -1% | 33% | 3.1%

The list is partial (hit frequency here may not be typical).
